# MRP resist rev = reverses drug resistance mediated by MRP. H69AR cells + 2 uM doxorubicin, CellTiter-Glo, 72 h. differential viability (reversal), % at 10 µM. 0.04% of 85,000 active. AID 602;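 active means viability drop by adding the cancer drug above about 55%, with treated viability meeting a 40% cutoff, limit read from the data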;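 further: viability without doxorubicin minus viability with 2 µM doxorubicin for each compound; larger differential means the compound sensitizes cells more to doxorubicin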
# NFkB transloc pot = enhances IL-1B driven NFkB nuclear translocation; activation, % at 2 µM; AID 819; HUVEC IL-1B NFkB p65 nuclear translocation imaging; 0.3% of 94,000 active;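 active means activation above 40%, about the mean plus 3 SD, also judged a hit on visual image review; inconclusive means activation above 40% but not a hit on visual review; inactive means activation not above 40% and no visual hit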;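 further: percent activation is computed from the nuclear over cytoplasmic p65 intensity ratio; values of inactives mirror those of a sister screen read the other way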
# Bcl-B TR3 displacers = displacers of TR3 peptide from Bcl-B, primary screen, selectivity assay for Bfl-1 inhibitor project, biochemical, fluorescence polarization | 0.11% of 96,000 active | AID 748 | displacement, % at 20 µM, or IC50 in µM where a hit was titrated | FP displacement of FITC-TR3 peptide from Bcl-B; higher % means a stronger effect;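 active means displacement above 50% at 20 µM plus a fluorescence interference ratio under 1.5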;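 further: plate controls were wells without compound for no effect and wells lacking Bcl-B protein for full effect; a part of the inactive calls stands beside numbers as strong as those of hits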
# PLAP inhibition = inhibition of human placental alkaline phosphatase – biochemical, luminescence, HTS (AID 690); 0.08% of 96,000 active; one-dose inhibition, % at 20 µM; IC50 in µM for titrated hits; purified PLAP, luminescent substrate; higher % means a stronger effect; in the data active means a potency from the dose series; inactive means the rest, 99 in 100 with inhibition below about 30%; further: strong numbers were not always called active
# NFkB transloc inh = blocks IL-1B driven NFkB nuclear translocation in HUVEC cells. HUVEC IL-1B NFkB p65 nuclear translocation imaging. inhibition, % at 2 µM. 0.43% of 94,000 active. AID 796;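 active means inhibition above about 30% together with a positive call from visual inspection of the well image, limit read from the data; inconclusive means inhibition above a set limit but visual check negative; inactive means inhibition not above a set limit, visual check negative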;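 further: nuclear over cytoplasmic p65 intensity ratio measured by imaging; 0% = IL-1B stimulated DMSO wells and 100% = unstimulated DMSO wells; values of inactives mirror those of a sister screen read the other way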
# MRP resist rev cytotoxicity = further read-out of MRP resist rev, marked with its call; viability, %; H69AR cells, CellTiter-Glo, 72 h; measured here: cytotoxicity without doxorubicin
# MRP resist rev with doxorubicin = further read-out of MRP resist rev, marked with its call; viability, %; measured here: viability with 2 uM doxorubicin; hits give low values
# NFkB transloc inh cell count 2 µM = recorded beside NFkB transloc inh, whose call it bears; cell count; measured here: cells passing quality filter;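 raw number of nuclei counted in each imaged well without normalization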
# NFkB transloc pot cell count 2 µM = second read-out of NFkB transloc pot, no call of its own (marks repeat the call); cell count; measured here: cells passing quality filter
# * = called active by the depositor; ? = inconclusive; / = not tested or not shown. Not all compounds are listed. The share of hits here may be higher or lower than overall.
SMILES,MRP resist rev,MRP resist rev cytotoxicity,MRP resist rev with doxorubicin,NFkB transloc pot,NFkB transloc pot cell count 2 µM,Bcl-B TR3 displacers,PLAP inhibition,NFkB transloc inh,NFkB transloc inh cell count 2 µM
C=C(C)CSc1nc(N)c2c3c(sc2n1)CCC3,9,92,83,-1,161,-22%,18%,1,161
Cc1cc(NC(=O)CS(=O)(=O)c2cn(Cc3ccc(F)cc3)c3ccccc23)no1,8,83,75,0,64,1%,16%,0,64
CCOc1ccc2nc(NC(=S)NCc3ccccc3)sc2c1,6,69,63,-2,167,-7%,-9%,2,167
O=C(NC1=NCCS1)c1ccc2c(c1)C(=O)N(Cc1ccco1)C2=O,12,101,89,22,148,0%,-12%,-22,148
Cc1cc2c3c(ccc(C)c3n1)N=CN2c1ccccc1,/,/,/,1,121,4%,-56%,-1,121
O=C(COC(=O)C1CCCCC1C(=O)N1CCc2ccccc21)NCc1ccco1 (configuration not stated),-4,65,69,/,/,-1%,-48%,/,/
C=C(C)c1cccc(C(C)(C)NC(=O)Nn2cnnc2)c1,-10,85,95,1,89,-2%,-40%,-1,89
CC(C)OC(=O)c1cccc(C(=O)Oc2ccc(Br)cc2)n1,-15,75,89,6,157,-8%,-5%,-6,157
O=C(COC(=O)c1ccco1)Nc1nc2ccccc2s1,/,/,/,27,101,4%,-3%,-27,101
O=C(COC(=O)CCc1ccc(S(=O)(=O)N2CCOCC2)cc1)Nc1ncc(C(F)(F)F)cc1Cl,-6,98,104,7,132,14%,-23%,-7,132
CCC(C)c1c(O)nc(SCc2ccccc2)[nH]c1=O (configuration not stated),1,100,99,26,140,-7%,-35%,-26,140
O=C(Nc1nnc(CC2=CCCCC2)s1)c1cccs1,2,92,90,12,117,-11%,10%,-12,117
O=C(O)CCCC(=O)NCCc1cccc(Cl)c1,-11,95,106,13,154,-6%,13%,-13,154
O=C(O)COc1ccc(=O)n(-c2ccccc2)n1,-12,97,109,13,88,4%,15%,-13,88
CCn1nccc1C(=O)Nc1ccc(S(=O)(=O)NC23CC4CC(CC(C4)C2)C3)cc1,-8,76,84,-7,193,/,/,7,193
CCOC(=O)C1[C@H]2C(=O)N(C(C)c3ccc(OC)cc3)C[C@]23C=C[C@H]1O3 (some centres not stated),18,99,81,0,94,1%,7%,0,94
COc1ccc(NC(=O)N(C2CCCCC2)C(C)c2cccnc2)c(OC)c1 (configuration not stated),15,83,68,3,151,-11%,-28%,-3,151
O=C(C1CCCCC1)N1CCCc2ccccc21,10,98,88,-21,159,-8%,-24%,21,159
CCCc1nc(NCC2CCCO2)c2nnn(Cc3ccccc3)c2n1 (configuration not stated),6,95,89,9,106,/,/,-9,106
Cc1ccc(C(c2nnnn2CCc2ccccc2)N2CCC(C)CC2)cc1 (configuration not stated),3,60,58,-10,84,/,/,10,84
COc1ccc(C(C)=O)cc1COC(=O)Cc1n[nH]c(=O)c2ccccc12,18,95,76,16,146,5%,-11%,-16,146
CC(=O)c1c(C)oc2ccc(N(C(C)=O)S(=O)(=O)c3ccc(Cl)c([N+](=O)[O-])c3)cc12,/,/,/,-8,107,4%,-10%,8,107
CC1CN(C2CCN(C(=O)COc3ccc(Cl)cc3)CC2)CC(C)O1 (configuration not stated),3,101,98,-7,97,8%,-20%,7,97
O=C(NC1CCCCC1)c1ccc(S(=O)(=O)N2CCCC2)cc1,16,92,76,11,89,/,/,-11,89
Cc1cccc2[nH]c3c(=O)n(CCN4CCNCC4)cnc3c12,/,/,/,12,180,1%,-29%,-12,180
Cn1c(=O)c2c(ncn2CC(=O)Nc2ccccc2Sc2ccccc2)n(C)c1=O,-2,101,103,14,144,-11%,-17%,-14,144
CCOc1cc(C(=O)NC(C)COC)cc(OCC)c1OCC (configuration not stated),2,84,82,-2,102,-8%,-22%,2,102
COc1cccc(NC(=O)CC2(CC(=O)O)CCCC2)c1,-22,91,113,33,176,3%,-30%,-33,176
Cc1c(C)n(C(=O)CSc2nc3ccccc3[nH]2)c2ccccc12,6,91,85,13,177,-2%,-54%,-13,177
Cc1ccc(NC(=O)CN2CCC(C(=O)c3ccc4c(c3)OCCO4)CC2)cc1,/,/,/,12,188,-5%,-71%,-12,188

# Shown bar-delimited: part of the list above
Structure | MRP resist rev | MRP resist rev cytotoxicity | MRP resist rev with doxorubicin | NFkB transloc pot | NFkB transloc pot cell count 2 µM | Bcl-B TR3 displacers | PLAP inhibition | NFkB transloc inh | NFkB transloc inh cell count 2 µM
COc1ccc(C(C)=O)cc1COC(=O)Cc1n[nH]c(=O)c2ccccc12 | 18 | 95 | 76 | 16 | 146 | 5% | -11% | -16 | 146
CC(=O)c1c(C)oc2ccc(N(C(C)=O)S(=O)(=O)c3ccc(Cl)c([N+](=O)[O-])c3)cc12 | / | / | / | -8 | 107 | 4% | -10% | 8 | 107
CC1CN(C2CCN(C(=O)COc3ccc(Cl)cc3)CC2)CC(C)O1 (configuration not stated) | 3 | 101 | 98 | -7 | 97 | 8% | -20% | 7 | 97
O=C(NC1CCCCC1)c1ccc(S(=O)(=O)N2CCCC2)cc1 | 16 | 92 | 76 | 11 | 89 | / | / | -11 | 89
Cc1cccc2[nH]c3c(=O)n(CCN4CCNCC4)cnc3c12 | / | / | / | 12 | 180 | 1% | -29% | -12 | 180
Cn1c(=O)c2c(ncn2CC(=O)Nc2ccccc2Sc2ccccc2)n(C)c1=O | -2 | 101 | 103 | 14 | 144 | -11% | -17% | -14 | 144

# Carrying on:
SMILES,MRP resist rev,MRP resist rev cytotoxicity,MRP resist rev with doxorubicin,NFkB transloc pot,NFkB transloc pot cell count 2 µM,Bcl-B TR3 displacers,PLAP inhibition,NFkB transloc inh,NFkB transloc inh cell count 2 µM
O=C(CNS(=O)(=O)c1ccccc1Br)OCC(=O)N1CCc2ccccc21,/,/,/,11,198,8%,5%,-11,198
O=C(NCc1ccco1)C(c1cccs1)N(C(=O)C1COc2ccccc2O1)c1cccc(O)c1 (configuration not stated),3,83,80,2,123,-12%,-34%,-2,123
C[C@H](NC(=O)OC(C)(C)C)c1nnc(SCC(N)=O)o1,-9,89,98,22,132,-2%,18%,-22,132
CC1CCN(C(=O)C2c3ccccc3C(=O)N3CCc4ccccc4C23)CC1 (configuration not stated),12,89,77,7,146,12%,-32%,-7,146
Cn1cnnc1SCc1ccc(C#N)cc1Cl,1,94,93,-1,109,-6%,2%,1,109
O=C(NCCC1=CCCCC1)c1ccc2c(c1)N(Cc1ccccc1)C(=O)CS2,2,91,89,9,194,-1%,-13%,-9,194
CCCCCn1c(N)c(-c2nc3ccccc3s2)c2c([N+](=O)[O-])nn(CC)c(=O)c21,/,/,/,28,210,1%,-42%,-28,210
CCOC(=O)c1ccc(N2C(=O)c3n[nH]c(C)c3C2c2ccccn2)cc1 (configuration not stated),10,90,80,19,62,-4%,-153%,-19,62
Cc1cc(C)c(C)c(OCC(=O)NCCN(C)C)c1,7,98,91,6,197,-3%,-55%,-6,197
Cc1occc1-c1nc(-c2ccncc2)no1,-14,83,97,21,133,-2%,3%,-21,133
Cc1cccc(-c2noc(CCC(=O)NCc3ccccc3)n2)c1,-1,89,90,9,168,7%,19%,-9,168
Nc1nc2c3ccccc3nc(Cc3ccccc3)n2n1,9,102,93,26,104,1%,9%,-26,104
O=C(Nc1ccccc1)N(CCN1CCOCC1)Cc1cccc(Cl)c1,-1,78,79,7,71,-6%,-24%,-7,71
CN1C(=S)SC(N(O)C=C2C=CC(=O)C=C2)C1(C)C (configuration not stated),-14,88,102,-10,202,-9%,15%,10,202
Cc1nn(CC(=O)NCC2CCCO2)c(=O)c2ccccc12 (configuration not stated),-16,81,96,/,/,-7%,19%,/,/
Cc1c(NS(=O)(=O)c2cccc(C(=O)NCc3ccc(Cl)cc3)c2)c(=O)n(-c2ccccc2)n1C,2,89,87,-7,154,-6%,-28%,7,154
CCN(CC)S(=O)(=O)c1ccc(NC2CCCc3ccccc32)nc1 (configuration not stated),7,87,81,8,115,/,/,-8,115
COC(=O)c1ccc(C(=O)Nc2cc(Cl)ccc2Cl)cc1NC(=O)c1ccc(N(C)C)cc1,/,/,/,/,/,-11%,0%,/,/
COCCN(Cc1cc2cc(C)c(C)cc2nc1Cl)C(=O)Nc1ccccc1,/,/,/,/,/,5%,-18%,/,/
Cc1ccc(-n2c(C)c([N+](=O)[O-])c3ccc(O)c(CN(C)C)c32)cc1,-24,41,65,7,206,15%,-4%,-7,206
O=C(CCCCCn1c(=S)[nH]c2cc3c(cc2c1=O)OCO3)N1CCN(Cc2ccccc2)CC1,-35,50,85,25,149,-9%,-45%,-25,149
[O-][n+]1c2c(c3c4non(O)c4ccc31)CCCC2,3,93,91,-23,13,4%,19%,23,13
CCCCCc1ccc(-c2ccc(=O)[nH]n2)cc1,14,88,74,?,/,-1%,25%,-49,146
Cc1cccc(N(CC(=O)NCCC2=CCCCC2)S(C)(=O)=O)c1C,17,97,80,3,137,2%,-75%,-3,137
Fc1cccc(Cl)c1Cn1nnc2c(N3CCC4(CC3)OCCO4)ncnc21,-2,65,66,7,158,-3%,2%,-7,158
Cc1ccccc1OCc1nc(-c2ccc(NC(=O)c3ccco3)cc2)no1,-13,93,106,15,134,/,/,-15,134
O=C(CNC1CCCCCC1)Nc1ccc(S(=O)(=O)NC2CC2)cc1,9,96,87,4,157,-2%,16%,-4,157
O=C(COC(=O)c1n[nH]c2ccccc12)NC(=O)NC1CCCC1,-4,92,96,9,171,-1%,-66%,-9,171
CN1CCN(S(=O)(=O)c2ccc(NC(=O)Cc3cccs3)cc2)CC1,9,102,93,2,143,-5%,-23%,-2,143
CCC(c1nnc(SCC(=O)Nc2ccc(C(=O)Nc3ccccc3OC)cc2)o1)N(C)C (configuration not stated),-2,84,86,11,96,-5%,-126%,-11,96
O=S1(=O)C=C(SCc2cccc(Cl)c2)Nc2ccccc21,/,/,/,14,184,-6%,4%,-14,184
COCCn1c(=O)c2c(nc3n2CCN3c2ccc(C)cc2)n(C)c1=O,-4,82,86,0,206,-11%,-16%,0,206
O=C(NC1CCCCC1)c1cccc(COCC(F)(F)F)c1,-7,98,105,6,100,/,/,-6,100
CC1CCN(C(=O)C(NS(=O)(=O)c2cccc3nsnc23)c2ccccc2)CC1 (configuration not stated),-2,59,62,-5,98,0%,-44%,5,98
COc1ccc(C(=O)c2cc3ccc(O)cc3oc2=O)cc1,-10,62,72,23,165,5%,19%,-22,165
Cc1cccc(OCCn2c(=S)[nH]c3ccccc32)c1,16,81,65,-8,127,/,/,8,127
COC(=O)CN(c1ccc(OC)cc1)S(=O)(=O)c1c(C)noc1C,1,85,84,9,188,15%,-3%,-9,188
COc1cccc(NC(=O)CSc2nnc(-c3ccoc3C)n2-c2ccccc2)c1,3,91,89,6,194,-4%,9%,-6,194
CC1CCN(c2ccccc2NC(=S)NC(=O)c2ccc(-c3cccc([N+](=O)[O-])c3)o2)CC1,12,99,87,4,156,-2%,-12%,-4,156
CCn1c(COc2cccc3cccnc23)nnc1SCC(=O)O,-3,96,98,18,82,-20%,2%,-18,82
CCC(C)(C)C(=O)Nc1ccc(OC)cc1[N+](=O)[O-],/,/,/,-1,148,4%,6%,1,148
COc1ccc(-c2cc(C(=O)N3CCOCC3)no2)cc1OC,/,/,/,16,198,13%,9%,-16,198
CCOC(=O)NC(=O)CSc1nnnn1-c1ccc(C)cc1,-4,105,109,-2,75,-4%,10%,2,75
CCOC(=O)N1CCN(C(=O)Cc2ccc(-n3c(=O)[nH]c4ccccc4c3=O)cc2)CC1,9,99,90,13,121,8%,-7%,-13,121
COc1ccc2nc(SCc3nc(N)nc(Nc4ccccc4)n3)[nH]c2c1,6,70,65,-3,194,-18%,-151%,3,194
CS(=O)(=O)N1CCN(c2ccccc2NC(=O)c2ccc(-c3ccc(Br)cc3)o2)CC1,-15,71,85,1,153,-11%,-56%,-1,153
COC(=O)c1ccccc1NC(=S)NC(=O)c1cccc2ccccc12,/,/,/,9,212,0%,2%,-9,212
Cc1ccc(C2N(C)c3ccccc3-c3nc4ccccc4n32)o1 (configuration not stated),16,90,75,0,68,-7%,-63%,0,68
